Bioassay records as filed in PubChem.
BRCT inh green: blocks human BRCA1 BRCT binding to phosphopeptide, green readout. AID 875. P38398. 75,000 compounds, 0.05% hits. Potency, µM (top dose mostly 76.9 µM), for inactives: at the highest dose activity change, negative = inhibition, hits mostly inhibitors. BRCA1 BRCT-phosphopeptide binding, green fluorescence polarization;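 further: potency means the concentration at half of the fitted maximal effect; plate controls were peptide without protein for full effect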
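Compounds were incubated for 12 min at room temperature with a complex of 100 nM fluorescein-tagged pBACH1 decapeptide and 250 nM His-tagged BRCT protein. Buffer was phosphate pH 7.3 with EDTA, DTT and Tween 20. Disruption of binding lowers the polarization signal.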
Caspase-1 inhib: allosteric or competitive inhibitors of human caspase-1 | 75,000 compounds, 0.03% hits | Caspase-1 enzyme, Ac-WEHD-AFC fluorogenic rate | P29466 | Potency, µM (doses to about 57.5 µM), without a hit: at the highest dose activity change, negative = inhibition, usual class: inhibitors;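 further: potency means the concentration at half of the fitted maximal effect; plate controls were vehicle for no effect and no substrate for full effect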
Casp7 inh: caspase-7 (human) inhibition, allosteric or competitive | 75,000 compounds, 0.02% hits | Potency, µM (series often up to 57.5 µM), inactives show top-dose activity change, negative = inhibition, most hits filed as inhibitors | recombinant caspase-7, Ac-DEVD-AFC fluorescence rate | AID 889; active means well fitted inhibition curve with a large enough effect in the main read-out, with a control signal flat, not every such curve was filed as active; further: potency means the concentration at half of the fitted maximal effect; % of control where 0% means no effect
BRCT inh red: BRCT-phosphoprotein interaction inhibition (red fluorophore) | 75,000 compounds, 0.03% hits | P38398 | Potency, µM (top dose mostly 76.9 µM), inactives show at the top dose activity change, negative = inhibition, usual class: inhibitors | BRCT-phosphopeptide binding, red fluorescence polarization | AID 892; further: on the % scale 0 is the no-effect control and ±100 the full control effect
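Fluorescence polarization: 100 nM His-tagged BRCA1 BRCT with 100 nM TAMRA-labelled phospho-BACH1 decapeptide, phosphate buffer pH 7.3 with 150 mM NaCl, DTT, 0.01% Tween 20; 12 min RT. Binding inhibition seen as FP decrease.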
The depositor's hits bear a star. Unless noted, the call rests on the fitted dose curve; in most records, active means well fitted curve in the direction sought with a large enough effect; inconclusive means small, poorly fitted or top-dose-only effect, or another doubt; inactive means no such curve, though single readings can be large; an effect the other way counts as inactive or inconclusive. The list is partial; count on the stated rates, not on these rows.

CCCN1[C@H](C(=O)OC)C[C@@]2(O)[C@@H](O)[C@@H](O)[C@@H](O)C[C@@H]12 was read as BRCT inh green -0.5%, Caspase-1 inhib -1%, Casp7 inh -1% and BRCT inh red 0.5%.
`Clc1ccc(C2[C@H]3CN(CC4CCCCC4)[C@H](c4ccccc4)C34CC2(c2cccnc2)C4)cn1` (stereo not given in full) gave BRCT inh green -0.1%, Caspase-1 inhib -1%, Casp7 inh -2% and BRCT inh red 0.6%.
For CCC1=C(OC(=O)N(CC)CC)N2C(=O)OC(=NCCc3c[nH]c4ccccc34)[C@]2(Cc2ccccc2)[C@H]2C1=CC[C@H]1C(=O)N(C)C(=O)[C@H]12 the results were BRCT inh green 1.3%, Caspase-1 inhib -3%, Casp7 inh -3% and BRCT inh red -1.0%.
For COC(=O)[C@@H]1C[C@H]2CC[C@H](O)C[C@H]2N1Cc1c(F)cccc1Cl the results were BRCT inh green -1.4%, Caspase-1 inhib 0%, Casp7 inh -3% and BRCT inh red -1.8%.
`c1ccc(-c2ccc(CN3C[C@@H]4C(c5ccccc5)C5(c6cccnc6)CC4(C5)[C@H]3c3ccccc3)cc2)cc1` (stereo not given in full) gave BRCT inh green -0.3%, Caspase-1 inhib 0%, Casp7 inh -1% and BRCT inh red 0.2%.
Screening FC(F)(F)c1ccc(C2[C@H]3CN(Cc4cccnc4)[C@H](c4ccccc4)C34CC2(c2ccccc2)C4)cc1 (stereo not given in full) returned BRCT inh green 0.4%, Caspase-1 inhib 0%, Casp7 inh 0% and BRCT inh red -0.9%.
For COC(=O)c1ccc(C23CC4(C2)[C@H](CN(C)[C@@H]4c2ccccc2)C3c2ccc(C(F)(F)F)cc2)cc1 (stereo not given in full) the results were BRCT inh green 1.1%, Caspase-1 inhib -2%, Casp7 inh -2% and BRCT inh red 1.1%.
CCC1=C2CC[C@H]3C(=O)N(CC(=O)OC)C(=O)[C@H]3[C@H]2[C@@]2(Cc3ccccc3)C(=NCCc3c[nH]c4ccccc34)OC(=O)N2C1=O was read as BRCT inh green -0.7%, Caspase-1 inhib -5%, Casp7 inh -4% and BRCT inh red 0.0%.
Screening CCC1=C2CC[C@H]3C(=O)N(C)C(=O)[C@H]3[C@H]2[C@@]2(Cc3ccccc3)C(=NCCc3c[nH]c4ccccc34)OC(=O)N2C1=O returned BRCT inh green -1.4%, Caspase-1 inhib -5%, Casp7 inh -1% and BRCT inh red -1.7%.
COC(=O)c1cccc(C23CC4(C2)[C@H](CN(Cc2cccnc2)[C@@H]4c2ccccc2)C3c2ccccc2)c1 (stereo not given in full) was read as BRCT inh green 5.3%, Caspase-1 inhib -4%, Casp7 inh -3% and BRCT inh red 0.9%.
`COC(=O)c1cccc(C23CC4(C2)[C@H](CN(C)[C@@H]4c2ccccc2)C3c2ccccc2)c1` (stereo not given in full) gave BRCT inh green 3.8%, Caspase-1 inhib -1%, Casp7 inh -1% and BRCT inh red 0.2%.
For CCC1=C(OC(=O)N(CC)CC)N2C(=O)OC(=NCCOC)[C@]2(Cc2ccccc2)[C@H]2C1=CC[C@H]1C(=O)N(C)C(=O)[C@H]12 the results were BRCT inh green -2.2%, Caspase-1 inhib 1%, Casp7 inh -2% and BRCT inh red 0.5%.

The closing 2 entries of the part before come first, to join the parts:
`COC(=O)c1cccc(C23CC4(C2)[C@H](CN(C)[C@@H]4c2ccccc2)C3c2ccccc2)c1` (stereo not given in full) gave BRCT inh green 3.8%, Caspase-1 inhib -1%, Casp7 inh -1% and BRCT inh red 0.2%.
For CCC1=C(OC(=O)N(CC)CC)N2C(=O)OC(=NCCOC)[C@]2(Cc2ccccc2)[C@H]2C1=CC[C@H]1C(=O)N(C)C(=O)[C@H]12 the results were BRCT inh green -2.2%, Caspase-1 inhib 1%, Casp7 inh -2% and BRCT inh red 0.5%.
`N#Cc1ccc(C23CC4(C2)[C@H](CN(CC2CCCCC2)[C@@H]4c2ccccc2)C3c2ccccc2)cc1` (stereo not given in full) gave BRCT inh green 1.3%, Caspase-1 inhib -2%, Casp7 inh -3% and BRCT inh red -0.9%.
`CCC1=C2CC[C@H]3C(=O)N(c4ccccc4)C(=O)[C@H]3[C@H]2[C@@]2(Cc3ccccc3)C(=NCC3CC3)OC(=O)N2C1=O` gave BRCT inh green -2.8%, Caspase-1 inhib -5%, Casp7 inh -3% and BRCT inh red 0.0%.
Screening CCC1=C(OC(=O)N(CC)CC)N2C(=O)OC(=NCCc3c[nH]c4ccccc34)[C@]2(C)[C@H]2C1=CC[C@H]1C(=O)N(CC)C(=O)[C@H]12 returned BRCT inh green -2.6%, Caspase-1 inhib -2%, Casp7 inh -2% and BRCT inh red -2.7%.
COC(=O)[C@@H]1C[C@@]2(O)[C@@H](O)[C@@H](O)[C@@H](O)C[C@H]2N1Cc1cc(F)ccc1F was read as BRCT inh green 0.2%, Caspase-1 inhib 6%, Casp7 inh 0% and BRCT inh red 1.0%.
`Cn1c(N)c(C(=O)COC(=O)c2cc(C3CC3)nc3ccccc23)c(=O)n(Cc2ccccc2)c1=O` gave BRCT inh green 8.9%, Caspase-1 inhib -7%, Casp7 inh -12% and BRCT inh red -3.8%.
For Cn1c(N)c(C(=O)COC(=O)c2cc(-c3ccccc3)nc3ccccc23)c(=O)n(Cc2ccccc2)c1=O the results were BRCT inh green 9.6%, Caspase-1 inhib -7%, Casp7 inh -5% and BRCT inh red -0.3%.
`CC(C)Cn1c(N)c(C(=O)COC(=O)c2cc(-c3ccccc3)nc3ccccc23)c(=O)n(C)c1=O` gave BRCT inh green 1.3%, Caspase-1 inhib -4%, Casp7 inh -1% and BRCT inh red 0.6%.
CCC1=C(OC(=O)N(CC)CC)N2C(=O)OC(=NCC(=O)OC)[C@]2(C)[C@H]2C1=CC[C@H]1C(=O)N(CC(=O)OC)C(=O)[C@H]12 was read as BRCT inh green -1.2%, Caspase-1 inhib -3%, Casp7 inh -6% and BRCT inh red -3.4%.
Cn1c(=O)c(C(=O)COC(=O)c2cc(C(F)(F)F)nc3c(C(F)(F)F)cccc23)c(N)n(CC2CC2)c1=O was read as BRCT inh green 2.3%, Caspase-1 inhib -6%, Casp7 inh -3% and BRCT inh red -0.4%.

Among those listed so far, these contain fluorine:
For COC(=O)[C@@H]1C[C@H]2CC[C@H](O)C[C@H]2N1Cc1c(F)cccc1Cl the results were BRCT inh green -1.4%, Caspase-1 inhib 0%, Casp7 inh -3% and BRCT inh red -1.8%.
Screening FC(F)(F)c1ccc(C2[C@H]3CN(Cc4cccnc4)[C@H](c4ccccc4)C34CC2(c2ccccc2)C4)cc1 (stereo not given in full) returned BRCT inh green 0.4%, Caspase-1 inhib 0%, Casp7 inh 0% and BRCT inh red -0.9%.
For COC(=O)c1ccc(C23CC4(C2)[C@H](CN(C)[C@@H]4c2ccccc2)C3c2ccc(C(F)(F)F)cc2)cc1 (stereo not given in full) the results were BRCT inh green 1.1%, Caspase-1 inhib -2%, Casp7 inh -2% and BRCT inh red 1.1%.
COC(=O)[C@@H]1C[C@@]2(O)[C@@H](O)[C@@H](O)[C@@H](O)C[C@H]2N1Cc1cc(F)ccc1F was read as BRCT inh green 0.2%, Caspase-1 inhib 6%, Casp7 inh 0% and BRCT inh red 1.0%.
Cn1c(=O)c(C(=O)COC(=O)c2cc(C(F)(F)F)nc3c(C(F)(F)F)cccc23)c(N)n(CC2CC2)c1=O was read as BRCT inh green 2.3%, Caspase-1 inhib -6%, Casp7 inh -3% and BRCT inh red -0.4%.
